# Bcl-xL primary – blocks human Bcl-xL binding to Bim BH3 peptide. inhibition, % at 10.9 µM. Q07817. GST-Bcl-xL / FITC-Bim BH3 peptide fluorescence polarization. 0.7% of 320,000 active;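 active means inhibition above the mean of all tested compounds plus 3 SD, cutoff set per campaign, cut at about 30% in these data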;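 further: 0% = DMSO wells and 100% = unlabeled Bim-BH3 peptide competitor; inhibitors lower millipolarization by displacing the labeled peptide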
# Efflux pump mplx – inhibitors of Candida antifungal efflux pumps expressed in yeast; S. cerevisiae Candida pump triplex, Nile Red efflux; inhibition, % at 10 µM; 0.44% of 330,000 active; AID 485275;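 active means plate passing quality check with inhibition over a set limit, or well fluorescence over plate mean plus 4 SD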;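 further: Nile Red retained in pooled yeast measured as flow cytometry median fluorescence; 0% = buffer negative control and 100% = Enniatin B positive control; higher means more Nile Red kept so more efflux inhibition; some compounds called inactive have numbers as strong as hits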
# MEX-5 binding – C. elegans MEX-5 TCR-2 RNA binding activity; MEX-5/FITC-TCR2 RNA binding, fluorescence polarization; hits give low values; AID 1832; 0.38% of 300,000 active; activity score (negative = inhibition of binding), % at 10 µM;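 active means inhibition past about -25% in most replicates, and total fluorescence under double the plate's negative control median, limit read from the data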;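 further: 0% = DMSO and -100% = 5 µM competing unlabeled TCR2 RNA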
# CR mimetic SO – caloric restriction mimetics inhibiting age-related superoxide in yeast | S. cerevisiae aged cells, superoxide DHE fluorescence; hits give low values | superoxide response (% of plate mean), % at 10 µM | 0.18% of 330,000 active | AID 2690;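 active means superoxide response under a set limit, about three screen SD below normal, cut at about 65% in these data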;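 further: yeast aged for seven days with compound at 30 °C before DHE staining; 100% = average MFI of all compound-treated wells on the plate with controls excluded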
# EBNA-1 inh – blocks EBNA-1 binding to DNA | EBNA-1 DNA binding, fluorescence polarization | inhibition, % at 14.8 µM | 0.34% of 300,000 active; in the data active means inhibition above about 28%
# GLD-1 RNA inh – GLD-1-TGE RNA interaction inhibition (C. elegans) | AID 2280 | inhibition, % at 5.96 µM | Q17339 | 0.44% of 320,000 active | purified GLD-1 + fluorescein TGE RNA, fluorescence polarization;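 active means percent inhibition above a per-plate cutoff, the plate mean of test compounds plus 3 SD, cut at about 30% in these data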;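 further: 0% = DMSO wells with GLD-1 and probe and 100% = wells lacking GLD-1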
# Target sequence (Q17339 whole entry, looked up): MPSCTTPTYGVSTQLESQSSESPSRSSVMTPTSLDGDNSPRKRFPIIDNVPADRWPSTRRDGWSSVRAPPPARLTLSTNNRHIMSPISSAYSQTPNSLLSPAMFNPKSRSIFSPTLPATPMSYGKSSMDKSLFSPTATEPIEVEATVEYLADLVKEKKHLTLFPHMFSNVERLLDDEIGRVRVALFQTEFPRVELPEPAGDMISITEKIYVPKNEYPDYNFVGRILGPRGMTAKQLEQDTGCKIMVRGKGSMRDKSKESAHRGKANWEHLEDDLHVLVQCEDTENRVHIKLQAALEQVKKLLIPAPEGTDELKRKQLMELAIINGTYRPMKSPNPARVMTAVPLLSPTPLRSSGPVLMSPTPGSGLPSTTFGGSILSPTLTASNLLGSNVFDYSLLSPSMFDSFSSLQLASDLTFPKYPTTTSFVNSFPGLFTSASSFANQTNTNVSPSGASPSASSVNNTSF
# Fam108B inh – counter-screen for RBBP9 inhibitors: inhibitors of mouse Fam108B. recombinant Fam108B, FP-Rh probe fluorescence polarization. inhibition, % at 9.51 µM. 0.33% of 300,000 active;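 active means inhibition above the screen mean inhibition plus 3 SD, computed separately per campaign, cut at about 18% in these data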;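 further: inhibitors lower polarization as less probe binds the enzyme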
# ZTA counter – ZTA (EBV) inhibition in EBNA-1 counter-screen; P03206; ZTA-DNA binding, fluorescence polarization; inhibition, % at 11 µM; 0.15% of 320,000 active; AID 2234; in the data active means inhibition above about 33%
# Target sequence (P03206 whole entry, looked up): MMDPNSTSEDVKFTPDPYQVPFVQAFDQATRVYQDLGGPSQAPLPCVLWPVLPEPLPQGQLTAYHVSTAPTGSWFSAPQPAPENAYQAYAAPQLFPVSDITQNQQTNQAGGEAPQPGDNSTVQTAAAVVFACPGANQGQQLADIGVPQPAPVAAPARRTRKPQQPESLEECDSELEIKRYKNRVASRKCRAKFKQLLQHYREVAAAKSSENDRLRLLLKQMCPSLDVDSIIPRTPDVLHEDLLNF
# MCL1-BIM inh – disrupts human MCL1 binding to BIM-BH3 peptide. GST-MCL1 / FITC-Bim-BH3 fluorescence polarization. Q07820. 0.68% of 320,000 active. inhibition, % at 10.9 µM. AID 2057;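 active means inhibition above the mean inhibition of all tested compounds plus 3 SD, set per campaign, cut at about 40% in these data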;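 further: 0% = DMSO wells and 100% = unlabeled Bim-BH3 peptide control; higher means more loss of mP so more displacement of Bim peptide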
# Target sequence (Q07820 whole entry, looked up): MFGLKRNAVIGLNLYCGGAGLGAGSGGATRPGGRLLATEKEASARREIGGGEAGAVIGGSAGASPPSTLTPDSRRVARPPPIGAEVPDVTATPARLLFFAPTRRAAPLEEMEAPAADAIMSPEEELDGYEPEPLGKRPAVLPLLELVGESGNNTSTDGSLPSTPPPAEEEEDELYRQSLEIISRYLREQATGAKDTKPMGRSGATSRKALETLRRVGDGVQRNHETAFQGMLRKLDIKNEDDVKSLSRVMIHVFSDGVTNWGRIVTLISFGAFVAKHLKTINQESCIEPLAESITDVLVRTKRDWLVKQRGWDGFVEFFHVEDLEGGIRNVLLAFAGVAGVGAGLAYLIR
# Numbers without * were called inactive; · = no result given; & = joins results of further samples.
SMILES,Bcl-xL primary,Efflux pump mplx,MEX-5 binding,CR mimetic SO,EBNA-1 inh,GLD-1 RNA inh,Fam108B inh,ZTA counter,MCL1-BIM inh
CC(C)c1ccc(-c2c(C#N)c(N)nc3c2CCCCC3)cc1,-17,-0.3,-2.0,86,-2,-5,-3,3,-29
COCCn1cc(C(=O)N2CCN(C)CC2)c2c3ccccc3n(C)c2c1=O,-1,0.2,-0.9,98,-6,2,2,3,-2
CCCCCOC(=O)C1=C(C)NC(=O)NC1c1ccc2c(c1)OCO2 (centres undefined),2,-0.2,2.8,108,2,-4,0,13,0
CC(C)(C)NC(=O)/C(=C\c1ccccc1F)NC(=O)c1ccc([N+](=O)[O-])cc1,4,0.0,-2.9,103,-8,1,-4,-12,0
CC(C)(C)OC(=O)CNC(=O)c1[nH]cnc1C(=O)Nc1ccc(CNC(=O)OC(C)(C)C)cc1,5,0.0,2.2,107,10,0,-4,6,3
CCCCc1nnc(NC(=O)CC(=O)Nc2ccccc2C(=O)O)s1,-1,0.1,-3.2,102,1,1,-3,-8,-8
CCCCCCCCCCOC(=O)Cn1c(COc2ccccc2)[n+](C)c2ccccc21,1,0.2,3.2,82,4,-2,-2,8,2
Cc1cc(C)n2ncc(/C(N)=N/OC(=O)Nc3ccc(Cl)cc3)c2n1,7,0.3,·,110,-5,-7,5,1,8
Cc1cccc(NC(=O)NCc2ccc3c(c2)OCO3)c1C,0,0.1,2.4,94,0,-9,0,0,3
Cc1cccc(NC(=O)Nc2cccc(F)c2)n1,0,-0.2,-0.4,96,-12,4,0,-31,-2
Cc1cc(C)c2c(N)c(C(=O)N/N=C/c3cccs3)sc2n1,-28,0.3,-3.1,106,-13,-35,-5,4,-32
Cc1ccc(-c2nc(N)n(C(=O)c3ccco3)n2)cc1,3,0.1,1.4,114,6,-3,7,2,5
CC(O)C(NS(=O)(=O)c1ccc(Cl)cc1)C(=O)OCC(=O)N1CCN(c2ccccc2)CC1 (centres undefined),2,0.1,0.2,101,4,-6,-1,-23,-2
CCN(CC)S(=O)(=O)c1cc(NC(=O)Cc2n[nH]c(=O)c3ccccc23)ccc1C,-1,0.0,-1.7,104,1,-8,-1,1,-1
Cc1ccc(CSc2nc3ncccc3[nH]2)cc1,4,0.0,-0.4,80,4,3,1,-4,4
COc1ccc(OCC(=O)Nc2nnc(-c3ccco3)s2)cc1,7,0.0,0.9,90,-7,-5,1,5,24
Cc1cc(Br)cc2c(C(=O)NCC3CCCO3)cc(-c3cccs3)nc12 (centres undefined),-1,1.0,-3.2,93,0,0,-5,-4,-2
COc1ccc(C(=O)NNC(=O)CSc2ccccc2)cc1,9,0.0,-2.6,91,-5,3,-2,-2,8
C=C[C@]1(C)C[C@@H](OC(=O)CSCCN(CC)CC)[C@]2(C)C(C)CC[C@]3(CCC(=O)[C@H]32)[C@@H](C)[C@@H]1O (some centres undefined),7&6,0.1&-0.1,1.3&1.2,97&101,-2&1,1&-7,2&-6,10&-6,0&7
CC(C)CN(CC(C)C)C(=S)NC1CCCCC1,8,-0.1,-0.7,98,-3,2,-3,-3,8
O=C(CCn1c(=O)oc2ccc(Cl)cc21)NCCCN1CCOCC1,6,0.0,1.4,87,0,-3,-1,-12,5
NC(=O)NC(CC(=O)NCc1ccc2c(c1)OCO2)c1ccccc1Cl (centres undefined),-1,0.2,-0.7,111,-11,5,3,5,-1
O=C(N/N=C/c1cccnc1)C12CC3CC(CC(C3)C1)C2,8,0.0,-3.0,114,-6,3,10,-13,7
Cc1ccc(NC(=O)CSc2nc(CSc3ccc(C)cc3)cc(=O)[nH]2)cc1,6,0.1,0.4,103,-6,-5,-11,14,6
CCOC(=O)C1CCN(S(=O)(=O)c2ccc(CNC(=O)c3ccccc3)s2)CC1,-2,0.1,-1.9,105,-15,-3,5,6,-10
N/C(=N\OC(=O)c1ccco1)c1ccc(Br)cc1,1,0.1,0.3,114,-3,0,0,12,2
O=C(NC(=S)Nc1cccc(Cl)c1N1CCCCC1)c1ccco1,2,0.5,1.8,107,-8,3,-9,-3,3
CCc1nc2ccc(C(=O)N(CC)CC(=O)Nc3c(F)cccc3F)cc2nc1CC,6,0.0,·,105,·,7,·,-2,7
O=C(Nc1ccccc1)NC1CC2CCC(C1)N2Cc1nnnn1Cc1ccc2c(c1)OCO2 (centres undefined),6,-0.1,2.2,94,3,1,-3,-9,0
O=C(C1=C(O)C(=O)N(CC2CCCO2)C1c1ccc(Cl)cc1)c1ccco1 (centres undefined),3,0.0,-2.7,113,3,-1,1,11,-1
O=C(NC(CO)(CO)CO)c1coc(=O)c(Br)c1,-3,0.3,0.0,100,13,1,-3,5,-4
CNC(=S)N1CCC(NC(=O)C(Cc2ccccc2)NC(C)=O)CC1 (centres undefined),2,0.0,1.2,82,-10,4,1,8,3
O=C(CC(=O)NCc1ccccc1)NCc1ccccc1,-2,-0.2,0.4,97,3,5,-1,-6,-5
C#CCn1c(=NC(=O)CN2C(=O)CCC2=O)sc2cccc(C)c21,0,0.1,-1.4,86,2,-1,0,-5,-5
COc1cc(CNn2c(C)n[nH]c2=S)cc(Cl)c1OCc1ccccc1,-13,-0.1,1.0,94,-5,-3,1,0,-6
C=CCN(C(=O)c1ccc2c(c1)nnn2C)c1ccccc1,-2,0.1,-1.4,91,6,-6,1,9,6
Cc1cc(C)cc(-n2nnc(C(=O)NCc3ccc4c(c3)OCO4)c2N)c1,4,-0.1,3.2,104,3,5,-4,1,-3
CC(=O)c1ccc2noc(-c3cccc(C)c3)c2c1,10,0.1,-0.2,97,-20,-3,-8,-5,2
O=C(O)C1CCC(=O)N(C2CC2)C1c1ccccc1 (centres undefined),1,0.0,0.7,103,-3,-1,5,4,-1
CCOc1cc(/C=N/O)cc(Br)c1OCC,4,0.0,-1.2,84,-1,3,-1,4,9
Cc1ccc2[nH]c3nc(SCC#N)nnc3c2c1,6,0.4,-1.5,106,-1,4,2,5,-3
O=C(c1ccccn1)N(Cc1ccco1)C1(C(=O)NC2CCCCC2)CCCCC1,-3,0.0,2.3,90,-3,3,1,1,1
CCOc1ccccc1OCC(=O)Nc1ccc(S(=O)(=O)Nc2ncccn2)cc1,-2,0.3,0.0,105,-16,-8,2,-2,-8
O=C(Oc1cccc(C(=S)N2CCOCC2)c1)c1cccc([N+](=O)[O-])c1,-2,0.0,-5.4,104,-1,2,2,-27,3
COC(=O)c1ccccc1NC(=O)CSc1nc(N)cc(N)n1,4,0.0,-3.5,96,-7,1,-1,-8,6
CN(C)S(=O)(=O)c1cccc(C(=O)NCCCn2ccnc2)c1,7,-0.4,0.8,108,-2,4,0,-14,8
COc1ccc(-n2c(COc3cccc4cccnc34)nnc2SCC(=O)O)cc1,-1,0.0,-2.8,107,10,5,1,8,-1
CC1C(c2ccccc2)N(C)C(c2ccccc2)CC1(O)c1ccccc1 (centres undefined),1,0.0,2.4,90,6,-4,-5,-15,1
COc1ccc(C2=NS(=O)(=O)N(C)C(C(=O)NCc3ccccn3)=C2)cc1OC,8,-0.5,-3.1,106,-9,6,-1,-3,11
O=C(Nc1ccc2c(c1)OCCO2)c1ccc(Br)o1,6,0.1,-0.1,106,-15,-2,2,6,4
O=C(Nc1ccc(NC(=S)NC(=O)c2cccs2)cc1)c1ccccc1,6,0.2,-0.2,109,12,8,5,29,12
O=C1NCC(O)=C1C=Nc1ccccc1O,7,-0.1,-1.9,105,0,-7,2,4,5
CC1(C)CC(=O)c2cnc(NC(=O)C3CCCC3)nc2C1,-3,0.1,0.4,101,-6,3,-2,-17,-8
Cc1csc(CCc2nc(C)cs2)n1,8,-0.1,-0.4,85,-3,8,2,-1,7
CCOc1cc2c(cc1OCC)C(c1ccc(C(=O)O)cc1)NCC2 (centres undefined),-1,0.1,-0.5,94,4,-6,5,2,3
CC(C(=O)Nc1ccccc1)N(c1cccc(Cl)c1)S(C)(=O)=O (centres undefined),4,0.0,0.7,96,6,-4,5,9,-1
CC(=O)Nc1ccc(S(=O)(=O)N2CCc3ccccc3C2CC(=O)O)cc1 (centres undefined),3,-0.2,1.5,89,-1,11,3,-3,1
O=C(CNC(=O)c1ccc(Br)cc1)c1ccc(Br)cc1,7,0.0,-0.8,92,1,2,-1,-7,7
CCCCN(c1ccccc1)c1ncnc2nc[nH]c12,3,0.2,-0.2,100,10,-5,-2,3,2
COc1cc(SC)ccc1C(=O)Nc1nc(C)cc(C)n1,3,0.2,-1.1,102,-3,-1,1,-3,-3

# The results go on:
SMILES,Bcl-xL primary,Efflux pump mplx,MEX-5 binding,CR mimetic SO,EBNA-1 inh,GLD-1 RNA inh,Fam108B inh,ZTA counter,MCL1-BIM inh
O=C(CN1C(=O)NC2(CCOc3ccccc32)C1=O)c1ccc(Br)cc1 (centres undefined),1,0.2,2.3,83,-5,2,-3,-5,3
O=C(O)Cn1cc(/C=N/NC(=O)c2cc3cc(Br)ccc3o2)c2ccccc21,1,0.3,2.3,95,-3,-4,4,10,3
CCOc1ccc2nc(NC(=O)CSc3nc4cccnc4n3C)sc2c1,2,0.1,-0.7,103,8,6,-5,-6,-3
COc1cc(NC(=O)CSc2nnc(-c3ccncc3)o2)cc(OC)c1OC,-2,0.0,1.7,109,-7,3,-3,-1,-2
CCN(CC)S(=O)(=O)c1cccc(C(=O)N/N=C/c2cccc(O)c2O)c1,7,-0.3,0.2,84,4,-2,0,-14,20
CCN(CC)C(=O)C1CCCN(C(=O)Nc2ccc(NC(=O)N3CCCC(C(=O)N(CC)CC)C3)cc2)C1 (centres undefined),2,0.3,0.5,110,6,0,-4,1,1
Cc1cccc(OC(C)C(=O)Nc2cc(Cl)ccc2-n2cncn2)c1 (centres undefined),1,0.1,·,103,·,3,·,-23,-1
CCCCOC(=O)C[N+](C)(C)CCOC1CC2CCC1(C)C2(C)C (centres undefined),6,-0.1,-1.5,96,3,10,-1,-7,6
O=C(c1ccco1)N1CCN(C(=O)c2ccc(-c3ccccc3Cl)o2)CC1,3,0.0,·,132,·,6,·,3,-4
CCCC(=O)Nc1c2c(nn1-c1ccccc1)CSC2,5,0.0,-1.7,100,-8,-3,0,-3,2
CCN(CC)C(=O)COc1ccc(S(=O)(=O)N2CCCC2)cc1,3,-0.1,0.8,111,-3,-23,-1,0,0
CSc1ccc(Cl)c(C(=O)Nc2ccc(Cl)cn2)c1,6,0.0,0.3,97,-4,5,-4,3,5

# Entries of single compounds, quoted from the list.
# COc1cc(NC(=O)CSc2nnc(-c3ccncc3)o2)cc(OC)c1OC reads Bcl-xL primary = -2; Efflux pump mplx = 0.0; MEX-5 binding = 1.7; CR mimetic SO = 109; EBNA-1 inh = -7; GLD-1 RNA inh = 3; Fam108B inh = -3; ZTA counter = -1; MCL1-BIM inh = -2
# CCCCOC(=O)C[N+](C)(C)CCOC1CC2CCC1(C)C2(C)C (centres undefined) reads Bcl-xL primary = 6; Efflux pump mplx = -0.1; MEX-5 binding = -1.5; CR mimetic SO = 96; EBNA-1 inh = 3; GLD-1 RNA inh = 10; Fam108B inh = -1; ZTA counter = -7; MCL1-BIM inh = 6

# Following part:
SMILES,Bcl-xL primary,Efflux pump mplx,MEX-5 binding,CR mimetic SO,EBNA-1 inh,GLD-1 RNA inh,Fam108B inh,ZTA counter,MCL1-BIM inh
O=C(Cc1csc(-c2ccccc2)n1)NCc1cccs1,0,0.2,-4.8,111,-4,-6,-4,10,-1
Cc1cc(C(=O)NNC(=O)c2ccc(C)s2)c(C)o1,2,0.0,-0.1,117,-13,-3,-3,-5,-4
NNS(=O)(=O)c1ccc2c(c1)Cc1cc(S(=O)(=O)NN)ccc1-2,13,0.1,-3.6,90,5,3,0,12,8
Cc1ccc(C(=O)NCCc2ccccc2)cc1,1,0.1,1.2,103,5,-2,2,0,3
COc1cccc(CNCCSc2nnnn2C)c1,2,0.2,·,79,-4,7,4,-3,3

# High-throughput results from PubChem.
